Screening data from PubChem.
Pol beta inh – inhibitors of human DNA polymerase beta; 340,000 tested, 1.3% active; P06746; Potency, µM (highest dose often 114 µM), for inactives: at the highest dose activity change, negative = inhibition, hits mostly inhibitors; Pol beta primer extension/strand displacement, fluorescence kinetic; note: potency is the fitted concentration of half-maximal effect; % is set by controls: 0 for no effect and ±100 for the full control effect
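Curves were derived by four-parameter Hill fits of normalized qHTS data. The kinetic fluorescent primer-extension read was taken at 0 and 10 min after 50 nM substrate, following a 15 min room-temperature preincubation of 10 nM enzyme with compounds.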
Pol eta inh – inhibitors of human DNA polymerase eta. Q9Y253. recombinant Pol eta, fluorescent DNA replication assay. Potency, µM (doses to about 114 µM), for inactives: at the top dose activity change, negative = inhibition, usual class: inhibitors. 390,000 tested, 1.2% active. AID 588591; note: potency is the fitted concentration of half-maximal effect; % is set by controls: 0 for no effect and ±100 for the full control effect
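Pol eta (10 nM) was preincubated with compounds for 15 min at room temperature, after which fluorescent replication substrate (50 nM final) was added to start the reaction. Fluorescence was read kinetically at 0 and 10 min.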
RGS4 inhibitor – inhibitors of human regulator of G protein signaling 4; AID 504845; 390,000 tested, 0.039% active; P49798; Potency, µM (top dose mostly 114 µM), for inactives: at the highest dose activity change, negative = inhibition, most hits filed as inhibitors; Transcreener GDP fluorescence polarization, RGS4-accelerated GTP hydrolysis; note: potency is the fitted concentration of half-maximal effect; % is set by controls: 0 for no effect and ±100 for the full control effect; nearly all actives have a fitted effect of over 75% in size; some results filed as inactive show a strong effect at the top dose
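MLSMR compounds (23 nl, pin-transferred) preincubated 10 min at room temperature with a 500nM (2x) first reagent, then RGS4 at 900nM (2x) plus Transcreener GDP mix added; fluorescence polarization (620/688 nm) read before and after 90 min at 30 °C.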
POLK inh – blocks human DNA polymerase kappa activity; Q9UBT6; purified Pol kappa, fluorescent DNA synthesis assay, 10 min; Potency, µM (top dose mostly 107 µM), inactives show at the top dose activity, negative = inhibition, usual class: inhibitors; 400,000 tested, 0.53% active; AID 588579; note: potency is the fitted concentration of half-maximal effect; % is set by controls: 0 for no effect and ±100 for the full control effect
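Enzyme at 10 nM met test compounds for 15 min at room temperature. Substrate addition (50 nM final) began the reaction, which was monitored by fluorescence at 0 and 10 min.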
Anesthetic bind – candidate novel general anesthetic via apoferritin binding. apoferritin/1-aminoanthracene competitive binding, fluorescence. P02791. AID 485281. Potency, µM (doses to about 77.5 µM), for inactives: top-dose activity change, negative = displacement, usual class: inhibitors. 350,000 tested, 0.074% active; note: potency is the fitted concentration of half-maximal effect; % is set by controls: 0 for no effect and ±100 for the full control effect; nearly all actives have a fitted effect of over 20% in size
Target sequence (P02791 2-175 limits assumed): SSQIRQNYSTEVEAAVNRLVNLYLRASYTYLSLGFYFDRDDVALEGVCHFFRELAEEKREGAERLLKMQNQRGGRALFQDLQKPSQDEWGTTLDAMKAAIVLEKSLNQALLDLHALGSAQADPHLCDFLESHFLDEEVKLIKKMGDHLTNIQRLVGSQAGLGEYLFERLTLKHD
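Read-out: endpoint 1-AMA fluorescence, excitation 380 nm and emission 535 nm, after compounds sit 10 min at room temperature with 10 uM horse-spleen apoferritin in 50% saturated 1-AMA/PBS. Values come from four-parameter Hill fits.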
APEX1 inh – blocks human APE1 abasic DNA cleavage. 350,000 tested, 0.35% active. recombinant APE1, TAMRA/BHQ-2 abasic DNA cleavage fluorescence. P27695. Potency, µM (doses to about 65.8 µM), for the others: at the top dose activity change, negative = inhibition, most hits filed as inhibitors. AID 2517;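 note: potency is the fitted concentration of half-maximal effect; plate controls were vehicle for no effect and reference inhibitor for full effect; nearly all actives have a fitted effect of over 55% in size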
Target sequence (P27695 whole entry, looked up): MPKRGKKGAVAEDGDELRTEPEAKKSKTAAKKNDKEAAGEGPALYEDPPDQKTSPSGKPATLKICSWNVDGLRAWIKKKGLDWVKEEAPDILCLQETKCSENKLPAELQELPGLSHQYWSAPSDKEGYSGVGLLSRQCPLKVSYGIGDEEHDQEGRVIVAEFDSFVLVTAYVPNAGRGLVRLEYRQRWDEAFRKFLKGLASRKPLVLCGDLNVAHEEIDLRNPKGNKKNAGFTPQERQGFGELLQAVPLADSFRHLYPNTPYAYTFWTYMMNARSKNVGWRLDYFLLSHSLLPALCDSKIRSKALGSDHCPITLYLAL
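Quantitative HTS: incision of a TAMRA/BHQ-2 double-stranded substrate bearing a tetrahydrofuran abasic site by 0.75 nM APE1 raises fluorescence. Substrate 50 nM final, added after 15 min compound preincubation at room temperature; progress as third-minus-first kinetic read difference.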
ERG-DNA inh – blocks human ERG Ets domain binding to DNA; P11308; fluorescence polarization, His-ERG Ets domain / labelled DNA; Potency, µM (titrated, usually from 76.9 µM), without a hit: top-dose FP activity, negative = inhibition, actives largely listed as inhibitors; 370,000 tested, 0.028% active; active = well fitted inhibition curve with a large enough effect in the polarisation, with a control signal flat; inconclusive = small, poorly fitted or top-dose-only effect, or effect the other way, or a change in a side signal; inactive = no such curve, though single readings can be large or run the other way; the % refers to the polarisation;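 note: polarization taken with two DNA probes labelled with fluorescein and Texas red; potency is the fitted concentration of half-maximal effect; % of control where 0% means no effect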
Target sequence (P11308 whole entry, looked up, the tested form may be a part): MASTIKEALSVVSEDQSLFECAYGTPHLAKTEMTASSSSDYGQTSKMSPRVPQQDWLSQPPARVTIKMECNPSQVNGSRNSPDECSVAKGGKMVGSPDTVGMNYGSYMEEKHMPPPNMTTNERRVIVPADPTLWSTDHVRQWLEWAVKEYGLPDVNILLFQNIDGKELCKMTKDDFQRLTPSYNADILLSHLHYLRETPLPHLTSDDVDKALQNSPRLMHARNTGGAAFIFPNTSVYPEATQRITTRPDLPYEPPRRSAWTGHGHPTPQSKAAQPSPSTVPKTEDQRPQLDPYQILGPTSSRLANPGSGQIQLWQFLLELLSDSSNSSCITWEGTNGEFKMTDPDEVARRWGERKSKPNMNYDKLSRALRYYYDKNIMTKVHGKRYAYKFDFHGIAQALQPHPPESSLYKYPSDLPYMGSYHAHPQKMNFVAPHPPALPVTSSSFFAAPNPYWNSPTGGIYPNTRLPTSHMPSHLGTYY
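His-tagged ERG Ets domain (1 uM in the protein solution; 300mM KCl, 50mM Tris-HCl, 1mM EDTA, 1mM DTT, pH 7.5) received compound, then a probe mix of 5 nM fluorescein-DNA and 100nM Texas-615-DNA. Fluorescence polarization was read for both dyes.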
ALOX12 inh – blocks human arachidonate 12S-lipoxygenase; P18054; Potency, µM (doses to about 108 µM), without a hit: at the highest dose activity change, negative = inhibition, usual class: inhibitors; purified 12hLO, xylenol orange hydroperoxide absorbance; 580,000 tested, 1.1% active; AID 1671190; note: potency is the fitted concentration of half-maximal effect; % is set by controls: 0 for no effect and ±100 for the full control effect
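Hydroperoxide product was detected by ferrous iron/xylenol orange as the 573 to 405 nm absorbance ratio. Arachidonic acid at 40 uM (final) was turned over for 30 min at room temperature by 150 nM human 12hLO, pH 7.0 Hepes buffer, after 15 min compound preincubation.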
LDHA inh – blocks human lactate dehydrogenase A; P00338; purified LDHA, NADH/diaphorase-resazurin fluorescence; active compounds read low; activity change, % (values are at about 110 or 230 µM); 480,000 tested, 0.15% active; AID 1347041; in the data active = activity change below about -30%; inconclusive = mostly about -25% to -30%;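 note: plate controls were DMSO wells for no effect and wells without enzyme for full effect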
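Remaining NADH was detected by diaphorase (0.133 mg/mL) converting 37 µM resazurin to fluorescent resorufin, read at 0 and 20 minutes. The preceding 5-minute room-temperature reaction used 2 nM LDHA, 0.2 mM sodium pyruvate and 0.06 mM NADH at pH 7.4.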
Numbers without * were called inactive; ? = inconclusive; nt = no result given; & = joins results of further samples; [ ] = remark or other dose. Unless noted, calls come from the whole dose curve; as a rule, active = well fitted curve in the direction sought with a large enough effect; inconclusive = small, poorly fitted or top-dose-only effect, or another doubt; inactive = no such curve, though single readings can be large; an effect the other way counts as inactive or inconclusive. This is a subset; count on the stated rates, not on these rows.

SMILES	Pol beta inh	Pol eta inh	RGS4 inhibitor	POLK inh	Anesthetic bind	APEX1 inh	ERG-DNA inh	ALOX12 inh	LDHA inh
COc1ccc(Nc2c(-c3cccc(O)c3)nc3cnccn23)cc1	14%	-19%	7%	-21%	-6%	nt	2%	-13%	-4
CC(/C=C/c1ccco1)=N/NC(=O)c1ccccc1Cl	2%	?	?	-1%	-10%	12%	-13%	8%	3
Cc1ccc(NC(=O)CC(C)S(=O)(=O)c2ccc3c(c2)NC(=O)CO3)cc1Cl (centres undefined)	3%	-22%	16%	-12%	-13%	nt	2%	?	-1
Cc1cc(/C=N/NC(=O)CC2(C)OCCO2)c(C)n1-c1ccc(Cl)c(Cl)c1	24%	-13%	-30%	-11%	-3%	10%	-1%	32%[activator]	3
CC(C)CC(=O)N=C1SC2CS(=O)(=O)CC2N1Cc1ccccc1Cl (centres undefined)	-2%	-18%	4%	-5%	0%	?	0%	?	-7
CC(C)c1ccc(NC(=O)COC(=O)CC2CCCC2)cc1	nt	-17%	-4%	-22%	nt	-18%	nt	7%&-6%	0&12
N#Cc1ccc(N/N=C/c2cn(-c3ccccc3)nc2-c2ccccc2)c([N+](=O)[O-])c1	8%	-16%	-13%	-3%	-2%	-3%	1%	14%	-5
Fc1ccc(-c2csc(-c3ccncc3)n2)cc1	-8%	-8%	-38%	-18%	-11%	6%	2%	8%&10%	-4&-1
COc1cccc(C2CCCCN(C)C2=O)c1 (centres undefined)	7%	-4%	17%	2%	-5%	-3%	14%	87%[activator]	0
Fc1ccc(N=C2NN=C(c3cc(F)ccc3F)CS2)cc1	14%	-15%	-40%	-10%	2%	13%	-10%	?	0
COc1c(F)c(F)c(C(=O)O)c(Nc2ccccc2C)c1F	20%	-1%	-6%	-2%	-7%	0%	-8%	?	3
COC(=O)c1sc(SC)c(-c2ccon2)c1C	1%	-16%	8%	-10%	1%	7%	-3%	-4%	-11
S=c1[nH]nc(-c2ccco2)n1/N=C/c1cccc(Cl)c1	-1%	-2%	-13%	-8%	-4%	-2%	1%	-10%	-11
O=C(NCc1cccs1)C1CCCN(S(=O)(=O)c2ccc(Br)s2)C1 (centres undefined)	12%	-3%	5%	-2%	1%	14%	-15%	48%[activator]	2
O=C(NNc1ccccc1[N+](=O)[O-])Nc1ccc(F)cc1	?	-8%	-14%	-5%	-2%	2%	-1%	?	-2

Complete entries, looked up by structure:
Cc1ccc(NC(=O)CC(C)S(=O)(=O)c2ccc3c(c2)NC(=O)CO3)cc1Cl (centres undefined) in the list: Pol beta inh: 3%; Pol eta inh: -22%; RGS4 inhibitor: 16%; POLK inh: -12%; Anesthetic bind: -13%; APEX1 inh: nt; ERG-DNA inh: 2%; ALOX12 inh: ?; LDHA inh: -1
Fc1ccc(-c2csc(-c3ccncc3)n2)cc1 in the list: Pol beta inh: -8%; Pol eta inh: -8%; RGS4 inhibitor: -38%; POLK inh: -18%; Anesthetic bind: -11%; APEX1 inh: 6%; ERG-DNA inh: 2%; ALOX12 inh: 8%&10%; LDHA inh: -4&-1

Exported with two lines to a compound: 2 of the compounds above
Values in the order – Pol beta inh | Pol eta inh | RGS4 inhibitor | POLK inh | Anesthetic bind | APEX1 inh | ERG-DNA inh | ALOX12 inh | LDHA inh
Cc1ccc(NC(=O)CC(C)S(=O)(=O)c2ccc3c(c2)NC(=O)CO3)cc1Cl (centres undefined)
    3% | -22% | 16% | -12% | -13% | nt | 2% | ? | -1
CC(C)c1ccc(NC(=O)COC(=O)CC2CCCC2)cc1
    nt | -17% | -4% | -22% | nt | -18% | nt | 7%&-6% | 0&12

Fetched by structure from the entries so far, 2 records:
SMILES	Pol beta inh	Pol eta inh	RGS4 inhibitor	POLK inh	Anesthetic bind	APEX1 inh	ERG-DNA inh	ALOX12 inh	LDHA inh
Fc1ccc(-c2csc(-c3ccncc3)n2)cc1	-8%	-8%	-38%	-18%	-11%	6%	2%	8%&10%	-4&-1
S=c1[nH]nc(-c2ccco2)n1/N=C/c1cccc(Cl)c1	-1%	-2%	-13%	-8%	-4%	-2%	1%	-10%	-11

The results go on:
SMILES	Pol beta inh	Pol eta inh	RGS4 inhibitor	POLK inh	Anesthetic bind	APEX1 inh	ERG-DNA inh	ALOX12 inh	LDHA inh
CC(=O)Nc1c(O)c2ccccc2[nH]c1=O	?	-17%	-28%	5%	2%	1%	-4%	1%	0
NC(=O)C1(N2CCCCC2)CCN(C(=S)Nc2cccc(Cl)c2)CC1	-1%	-6%	8%	-10%	-2%	-8%	4%	-12%	-8
O=C(NCC1CC1)Nc1cccc(Cl)c1	?	-4%	7%	0%	7%	10%	13%	10%	0
O=C1CCC([N+](=O)[O-])C(c2cccc(Br)c2)N1 (centres undefined)	9%	-19%	-14%	-5%	5%	2%	7%	7%	-5
COc1ccc(OC)c2sc(N(CCN(C)C)C(=O)/C=C/c3cccs3)nc12	-17%	-11%	-46%	-5%	-15%	-22%	15%	?	-5
Cc1cc(C)c2c(-n3cccc3)c(C(=O)NCCCN3CCCCC3C)sc2n1 (centres undefined)	2%	-6%	0%	-3%	?	nt	-1%	-10%	-2
O=C(CSc1ncn(-c2ccccc2)n1)Nc1ccc2c(c1)OCCO2	2%	-2%	3%	-4%	?	-1%	-7%	?	-1
CCOc1ccc2nc(N(CCCN(C)C)C(=O)c3ccc4c(c3)CCCC4)sc2c1	1%	-10%	18%	-8%	?	-8%	15%	?	4
COC(=O)C1=C(C)N(CCc2c[nH]c3ccc(OC)cc23)C(=O)C1	24%	-18%	?	5%	-9%	-7%	10%	-7%	14
COC(=O)c1ccc(OCC(O)CN(CC(C)C)CC(C)C)cc1 (centres undefined)	14%	-22%	-27%	-2%	-20%	1%	-1%	0%	1
O=C1C(=O)N(CCN2CCOCC2)C(c2ccccc2)/C1=C(\O)c1ccc2c(c1)OCCO2 (centres undefined)	25%	-18%	3%	-14%	-10%	23%	-15%	?	1
O=C(CCc1nc(-c2ccccc2)no1)NCc1ccccc1CN1CCOCC1	nt	-6%	4%	0%	nt	3%	-4%	42%[activator]	-1
COC(=O)c1ccc(NC(=O)CSCc2ccccc2C)cc1	1%	-11%	-45%	-11%	-23%	-4%	5%	-15%	-1
O=C(NCCc1ccc(S(=O)(=O)N2CCCC2)cc1)c1cccs1	-1%	1%	-7%	-2%	-12%	14%	7%	-4%	-2
CCn1nnc(NC(=O)c2cccnc2)n1	22%	-5%	-54%	11%	-6%	-8%	5%	0%	-2
CCC1NC(=O)c2cc(S(N)(=O)=O)c(Cl)cc2N1 (centres undefined)	nt	-9%	-30%	17%	nt	14%	?	9%	-2
CCCCC(c1nnnn1C1CCCC1)N1CCN(C2CCCC2)CC1 (centres undefined)	-21%	-17%	-17%	0%	-5%	-3%	-4%	72%[activator]	3
CC(Sc1nc(N)cc(=O)[nH]1)C(=O)Nc1cccc(Cl)c1 (centres undefined)	31%	-16%	24%	-19%	-3%	-1%	2%	-16%	-6
Cc1ccccc1CS(=O)(=O)c1ccc(C(=O)N2CCOCC2)cc1[N+](=O)[O-]	18%	-16%	-49%	5%	-8%	25%	-6%	16%	-3
Cn1cc(C(=O)NCC(=O)Nc2ccccc2Br)cn1	nt	-4%	-10%	-16%	nt	-5%	2%	-16%	-5
Cc1ccc(Sc2ncccc2C(=O)O)cc1C	9%	-13%	4%	-5%	-2%	8%	1%	-25%	-12
CC(C)C(=O)Nc1ccc(-c2nnc(-c3ccccc3)o2)cc1	45µM*	1%	2%	4%	4%	?	6%	-1%	-11
CCOC(=O)Cn1nc2sc3ccccc3n2c(=O)c1=O	-17%	-11%	10%	2%	5%	-2%	5%	17%	-23
COc1cccc(NC(=S)N(CCc2c(C)[nH]c3ccc(C)cc23)Cc2cccs2)c1	11%	-9%	2%	-22%	6%	7%	0%	?	-8
Cc1ccc(-c2n[nH]c(=S)n2/N=C/C=C/c2ccccc2[N+](=O)[O-])cc1	32µM*	?	?	-12%	?	3%	0%	-13%	-9
CCOC(=O)c1ccc(NC(=O)CC2S/C(=N/N=C3/NC(=O)CS3)NC2=O)cc1 (centres undefined)	0%	0%	-25%	-8%	-13%	-11%	-3%	5%	0
COc1ccc(S(=O)(=O)N2CCCC(C(=O)NCCCn3ccnc3)C2)cc1OC (centres undefined)	29%	-11%	-23%	14%	-9%	-7%	16%	18%	-2
O=C1CSC(c2ccccc2)N1Cc1ccccc1 (centres undefined)	20%	nt	nt	nt	0%	-2%	nt	-2%	nt
Cc1ccccc1CNC(=O)C1CCCN(c2cnccn2)C1 (centres undefined)	21%	-12%	-8%	4%	9%	11%	-2%	11%	-4
CC(=O)N1c2ccc(S(=O)(=O)NCC3CCC(C(=O)NCc4ccco4)CC3)cc2CC1C (centres undefined)	?	-5%	-5%[11.4 µM]	1%	-11%	4%	-1%	1%	-1
COc1cc2oc3ccccc3c(=O)c2cc1OC	19%	-5%	-8%	?	98%[activator]	-7%	-7%	0%	-7
CCOc1ccc(Nc2oc(Cc3ccccc3)nc2C#N)cc1	-22%	-21%	11%	-9%	-4%	-8%	-2%	-25%	-3
